hcGAS inh: Primary biochemical luminescence assay for human cyclic GMP-AMP synthase inhibitors | recombinant h-cGAS, ATP depletion, Kinase-Glo luminescence | inhibition, % at 12.5 µM | 290,000 tested, 0.081% active | AID 1259398, 2018;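 also: 0% = vehicle reaction and 100% = reaction without DNA for no activity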
Target sequence (Q8N884 whole entry, looked up): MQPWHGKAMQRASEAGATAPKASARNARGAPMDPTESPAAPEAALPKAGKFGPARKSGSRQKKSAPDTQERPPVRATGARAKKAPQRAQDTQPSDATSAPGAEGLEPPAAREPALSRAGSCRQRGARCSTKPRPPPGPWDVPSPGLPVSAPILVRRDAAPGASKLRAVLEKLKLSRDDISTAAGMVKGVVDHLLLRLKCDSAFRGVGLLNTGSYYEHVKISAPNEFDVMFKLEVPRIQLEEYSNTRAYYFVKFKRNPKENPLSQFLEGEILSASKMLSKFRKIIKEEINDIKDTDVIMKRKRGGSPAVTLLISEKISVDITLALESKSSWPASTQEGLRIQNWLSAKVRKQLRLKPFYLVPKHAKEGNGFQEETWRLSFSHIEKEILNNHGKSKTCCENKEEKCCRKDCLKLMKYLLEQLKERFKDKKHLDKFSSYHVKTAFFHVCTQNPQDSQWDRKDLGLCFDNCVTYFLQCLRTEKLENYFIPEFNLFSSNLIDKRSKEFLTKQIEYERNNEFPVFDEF
NPYLR7 ag: agonists of mosquito NPYLR7 receptor, primary screen, cell-based, Aedes aegypti, calcium fluorescence, mosquito biting behavior | HEK293T NPYLR7/Galpha15, GCaMP6s calcium fluorescence | activation, % at 10 µM | 270,000 tested, 0.15% active; in the data active = activation above about 40%;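 also: 0% = vehicle and 100% = reference agonist at the receptor; some compounds past the cut are filed as inactive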
mcGAS lum: cyclic GMP-AMP synthase inhibitors, mouse, primary biochemical chemiluminescence. Q8C6L5. recombinant cGAS, Kinase-Glo ATP depletion luminescence. inhibition, % at 12.5 µM. 160,000 tested, 0.15% active;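 also: 0% = negative control wells and 100% = reference inhibitor with no enzyme activity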
Active calls of the source: *; · = not tested or not shown; & = joins results of further samples. Rule as the data show it, unless noted: active = inhibition above about 40%; inactive = the rest.

no.	molecule	hcGAS inh	NPYLR7 ag	mcGAS lum
1	O=C(CN(c1cccc([N+](=O)[O-])c1)S(=O)(=O)c1ccccc1)NCc1ccccc1	-7	1	-7
2	CC(C(=O)NCc1cn2c(n1)SCC2)N1C(=O)c2cccc3cccc1c23 (stereo unspecified)	-7	0	·
3	Cc1ccc(NC(=O)CSc2nnc(CCn3ccc(=O)[nH]c3=O)o2)cc1	-1	-3	-1
4	O=C(NCc1cccc(CN2CCOCC2)c1)NC1CCSc2ccccc21 (stereo unspecified)	-7	3	·
5	Cc1cccn2c(NC(C)(C)CC(C)(C)C)c(-c3cccc(OC(=O)c4cccc(Cl)c4)c3)nc12	-7	9	-11
6	O=C(CCc1nnc(CCC2CCCCC2)o1)NCCc1cccnc1	2	19	1
7	O=C(NCC[C@@H]1C[C@@H]2C=C[C@H]1C2)c1cccc(-n2cnnc2)c1	-3	-3	-10
8	CCc1ccc(OC(C)C(=O)NNC(=O)c2ccc(C)c([N+](=O)[O-])c2)cc1 (stereo unspecified)	-6	-12	·
9	COC(=O)c1ccc(NS(=O)(=O)c2cc(OC)ccc2OC)cc1	-4	0	-3
10	CCOCC1(CNS(=O)(=O)NCc2ccccc2)CCC1	0	0	·
11	CC(OC(=O)c1cccc(C(F)(F)F)c1)C(=O)Nc1cccc(Cl)c1 (stereo unspecified)	0	1	·
12	CC(=O)Oc1c(-c2ccc(NC(=O)C3CC3)cc2)c(C(C)C)nn1-c1cccc(F)c1	4	19	-2
13	COc1cc(N2CCN(C3CCN(C(C)C)CC3)C(CCO)C2)ncn1 (stereo unspecified)	-16	·	-7
14	CCCCC(=O)N(C)c1c(C)nc2ccc(C(=O)NCCN3CCOCC3)cn12	-4	5	-2
15	Oc1oc(-c2ccc(Cl)cc2)nc1C=Nc1ccc(Cl)cn1	-3	-1	-3
16	C=CCCC(O)CN(CC=C)CC1CC(c2ccccc2)=NO1 (stereo unspecified)	5	0	1
17	Cc1[nH]nc2c1C(c1cc([N+](=O)[O-])cs1)C(C#N)C(=N)O2 (stereo unspecified)	-6	3	·
18	COC(=O)C1=C(C)N(C)C(=S)NC1c1ccc(O)cc1 (stereo unspecified)	-11	8	-7
19	CC(C)(C)C(=O)Nc1cccc(NC(=O)CC23CC4CC(CC(O)(C4)C2)C3)c1	-5	7	-15
20	CCc1nnc(NC(=O)CSc2c(CC(C)C)cnc3c2c(=O)n(C)c(=O)n3C)s1	-6	4	-7
21	CCCc1cnc(C)nc1N1[C@@H]2CC[C@H]1CN(C)C(=O)C2	-1	-1	-10
22	N#Cc1cccc(CN2CCN3C(C(=O)NCCCc4ccccc4)=COC3=NC2=O)c1	-9	0	·
23	Cc1csc(C2CCN(S(=O)(=O)c3ccc(F)cc3Cl)CC2)n1	-8	-1	-17
24	O=C(Cn1nc(-c2cc(F)ccc2F)c2ccccc2c1=O)NCC(F)(F)F	-7	2	-14
25	Cc1noc(C)c1CC(=O)N1CCCC(Nc2ccccc2)C1 (stereo unspecified)	-6	-7	·
26	CCOc1ccc(-c2cc(C(=O)NCc3cc(F)cc(C(F)(F)F)c3)c3ccccc3n2)cc1	-2	26	-4
27	CC(C)c1cc(CNCC(=O)NCc2ccccc2F)no1	-6	-5	-12
28	CC1CCC(CCC(=O)Nc2sccc2C(=O)NC2CC2)O1 (stereo unspecified)	-12	7	·
29	CC1(C)NC(=O)N(CCSc2nc3ccccc3c(=O)n2-c2ccc(C#N)cc2)C1=O	-11	-3	·
30	Cc1nc(-c2cccs2)sc1C(=O)NCC1CC1	-1	-24	·

Overlap with the part before: five compounds; new compounds follow.
no.	molecule	hcGAS inh	NPYLR7 ag	mcGAS lum
26	CCOc1ccc(-c2cc(C(=O)NCc3cc(F)cc(C(F)(F)F)c3)c3ccccc3n2)cc1	-2	26	-4
27	CC(C)c1cc(CNCC(=O)NCc2ccccc2F)no1	-6	-5	-12
28	CC1CCC(CCC(=O)Nc2sccc2C(=O)NC2CC2)O1 (stereo unspecified)	-12	7	·
29	CC1(C)NC(=O)N(CCSc2nc3ccccc3c(=O)n2-c2ccc(C#N)cc2)C1=O	-11	-3	·
30	Cc1nc(-c2cccs2)sc1C(=O)NCC1CC1	-1	-24	·
31	CCOC(=O)c1ccc(NC(=O)c2cn(C)c3c(=O)n(-c4ccc(Cl)cc4)c(=O)[nH]c23)cc1	-11	-1	·
32	CC1CN(C)CCN1C(=O)c1cnc(-c2cnccn2)s1 (stereo unspecified)	-5	8	·
33	CN1CCC(n2cnc(-c3ccccc3)c2-c2cccc3cccnc23)CC1	-6	3	·
34	CC(C)NC(=O)Nc1nnc(C(C)(C)c2ccccc2)s1	-5	4	·
35	Cc1onc(-c2c(Cl)cccc2Cl)c1C(=O)NC(c1ccc(S(C)(=O)=O)cc1)c1cccc(N(C)C)c1 (stereo unspecified)	-10	-1	-4
36	CCOC(=O)N1CCN(C(c2ccccc2)C2Sc3ncnn3C2=O)CC1 (stereo unspecified)	5	5	0
37	CNc1nc(-c2cc(NC3CCNCC3)nc3[nH]ccc23)nc2c1CCC2	12	36	-4
38	Cc1ccc(CC(=O)Nc2ccnn2C(C)C)cc1F	-10	-2	·
39	CC(C)(C)c1cc(=O)[nH]c(C(C)(C)C)n1	5&-2	-1&-6	·
40	O=C(NCc1nnnn1-c1ccc(F)cc1)c1ccc2ccccc2c1	-5	4	-7
41	CCOC(=O)[C@@H]1CN(Cc2ccccc2)[C@H]2c3cccc(C)c3O[C@@H]12	-11	1	-9
42	CCOC(=O)CCCSc1nnc(NC(=O)COC)s1	-2	·	-9
43	O=S1(=O)CCC(N2CCN(c3ccc(S(=O)(=O)N4CCOCC4)cn3)CC2)C1 (stereo unspecified)	-5	6	·
44	O=C(CSc1nncn2c1cc1occc12)NCc1ccco1	10	0	·
45	COc1ccc(NC(=O)COC(C)C)cc1NC(=O)c1ccccc1	-7	18	-17
46	Cc1ccc(Oc2ncccc2CNC(=O)CC(C)n2cccn2)cn1 (stereo unspecified)	0	-3	·
47	CCc1ccc(C(=O)N2CCN(Cc3ccsc3C(=O)OC)CC2)cc1	-5	2	·
48	Cc1cc(C(=O)CSc2nnc(C)n2C2CC2)c(C)n1C1CC1	-3	1	·
49	Cc1cccc(CCNc2nncc(-c3ccc4ccccc4c3)n2)n1	-6	0	·
50	O=C(Nc1ccc(Br)cc1)C1Cc2ccccc2CN1C(=O)OCc1ccccc1 (stereo unspecified)	-7	2	·
51	CCOC(=O)CCc1c(C)nc2ncnn2c1N1CCN(C(=O)CCCCC(=O)OC)CC1	-2	·	-7
52	O=C(c1cccc(Cl)c1)N1CCc2nc(-c3ccccc3)nc(N3CCCCC3)c2C1	-10	-4	-6
53	COc1cc(O)c(C)c(O)c1	-1	-4	·
54	COc1ccc(C2c3cccn3CCCN2Cc2ccco2)c(OC)c1OC (stereo unspecified)	-5	-6	-4
55	CC(C)CCNC(=O)c1cc(=O)c(OCc2ccccc2)cn1C	-12	3	·
56	COc1cc2c(cc1CNC(=O)c1cnc(C3CC3)nc1C)OCCO2	-3	-2	·
57	CC1(C(=O)NS(=O)(=O)c2ccccc2C(F)(F)F)CCN1C(=O)CCc1cccs1 (stereo unspecified)	-2	2	·
58	COc1ccc(CNC(=O)Nc2ccc(C)cc2Cl)cn1	-1	0	·
59	O=C1OC(/C=C\c2cccc([N+](=O)[O-])c2)=NC/1=C/c1ccccc1F	-1	21	-5
60	O=C(NCc1cccnc1)c1ccccc1N1CCC(NC(=O)C2CCC2)CC1	-2	18	-5
61	CN(C)CCN(C(=O)CCCS(=O)(=O)c1ccc(Cl)cc1)c1nc2ccccc2s1	3	1	1
62	CN(C)CCNC(=O)c1csc2c1CCCC2	-9	4	-5
63	C[C@H](NC(=O)C1CC=CCC1C(=O)N1CCc2c([nH]c3ccccc23)C1)[C@H](O)c1ccccc1 (stereo partly specified)	2	-7	2
64	CCCSCC(=O)NCC1CCCN(C)C1 (stereo unspecified)	-3	11	-13
65	CO[C@H]1CN(C2CCN(C(=O)C3CCCCC3)CC2)[C@H]1c1ccncc1	-12	·	-6
66	COCC(=O)N1CCN(S(=O)(=O)c2ccccc2)[C@@H](C(=O)OC)C1	-5	-8	-5
67	O=C1c2ccccc2C(=O)c2c1oc1c3c(ccc21)OCN(Cc1ccco1)C3	-6	3	·
68	CCCCCCCCCc1ccc(-c2nc3ccccc3c(=O)o2)cc1	7	-8	1
69	Cc1cnc(C(=O)N2CCN(S(=O)(=O)c3ccc(F)cc3)CC2)cn1	-12	15	·
70	COc1cccc(C2Nc3ccccc3-c3nc4ccccc4n32)c1OC (stereo unspecified)	2	-14	·
71	O=C(Nc1nccs1)c1cccc(NC(=O)c2cnccn2)c1	0	1	2
72	Cc1ccc(-n2ncc3c(=O)n(NC(=O)COc4ccccc4)cnc32)cc1C	-15	1	·
73	CCC(C)(C)C1CCC2(CC1)NC(=O)N(CC(O)COc1cccc(C)c1)C2=O (stereo unspecified)	3	2	·
74	CCNC(=O)Nc1ccc(N(C)C)c(CN(C(=O)c2cccc(C)c2)C2CC2)c1	0	5	-3
75	O=S(=O)(c1ccc2c(c1)CCC2)N1CCCN(c2ccc(C(F)(F)F)cn2)CC1	-5	2	·
76	c1coc(-c2ccc(-c3nccn3CCn3cccn3)cc2)c1	14	3	·
77	CC(C)c1c(C(=O)NCC2(N3CCOCC3)CCCC2)cnn1-c1nccc(-c2ccccc2F)n1	1	2	-4
78	Cc1nc2ccccc2nc1N1CCN(C(=O)C2=COc3ccc(Cl)cc3C2)CC1	-5	·	-8
79	CC(C)NC(=O)N(Cc1nccn1Cc1ccc(Cl)cc1Cl)C1CCCCC1	-3	4	-7
80	CNC(=O)C1CCCCN1S(=O)(=O)c1cccc(C(F)(F)F)c1 (stereo unspecified)	0	-1	·
81	O=C(NCCC1COc2ccccc2O1)c1ccc(NCc2ccco2)nc1 (stereo unspecified)	-5	4	-14
82	CCC(C(=O)NCc1ccco1)n1c(=O)n(Cc2ccccc2)c(=O)c2ccc(Cl)cc21 (stereo unspecified)	-11	18	-5
83	COc1cccc(CSc2nnc(CNC(=O)NC3CCCCC3)n2-c2cc(Cl)ccc2Cl)c1	-2	-1	-6
84	CC(C)S(=O)(=O)c1ccc(C(=O)N(Cc2ccncc2)c2nc3ccc(Cl)cc3s2)cc1	-4	-3	-5
85	O=C(Nc1nnc(-c2ccc(Br)cc2)s1)C1CCCN1C(=O)c1ccc([N+](=O)[O-])cc1 (stereo unspecified)	4	2	0
86	CSc1ccc(CN(C)C(=O)Cn2nnc(-c3cccc(F)c3)n2)cc1	-11	27	·
87	Cc1ccc(CN(CCc2ccccc2)C(=O)CN(CC2CCCO2)C(=O)c2ccc(Cl)cc2Cl)o1 (stereo unspecified)	-13	·	-10
88	COc1ccc(Cl)cc1S(=O)(=O)N1CCN(CCCOC(c2ccc(Cl)cc2)c2ccc(Cl)cc2)CC1	-10	3	-9
89	CN1CCN(C(CNS(=O)(=O)c2ccc(-c3ccccc3)cc2)c2ccsc2)CC1 (stereo unspecified)	4	-1	-3
90	COCC(=O)N1CCN(c2ccc(OC)cc2OC)C(=O)C1C (stereo unspecified)	-2	0	-3

Entries of single compounds as entered above. Screens in order: hcGAS inh	NPYLR7 ag	mcGAS lum
Listed for O=C(NCc1nnnn1-c1ccc(F)cc1)c1ccc2ccccc2c1 = -5	4	-7
Listed for COc1ccc(CNC(=O)Nc2ccc(C)cc2Cl)cn1 = -1	0	·
Listed for Oc1oc(-c2ccc(Cl)cc2)nc1C=Nc1ccc(Cl)cn1 = -3	-1	-3
Listed for CC(C)CCNC(=O)c1cc(=O)c(OCc2ccccc2)cn1C = -12	3	·

The list continues.
no.	molecule	hcGAS inh	NPYLR7 ag	mcGAS lum
91	Cc1cc(=O)[nH]c(-n2nc(C)cc2NC(=O)c2ccc3ccccc3c2)n1	-1	-3	-4
92	CN1CCN(C(C#N)c2ccc3c(c2)CCN3C)CC1 (stereo unspecified)	-9	5	·
93	Cc1ccc(F)cc1NC(=O)C1CCN(C(=O)C(C)(C)C)CC1	-8	1	·
94	COc1cccc(-c2cc(-c3ccc(C(=O)N4CC=C(c5ccccc5)CC4)cc3)[nH]n2)c1	-2	27	-3
95	CC(C)C(C)N(C(=O)Nc1cn[nH]c1)C1CC1 (stereo unspecified)	-11	15	·

Just NPYLR7 ag, for two of the compounds above:
| no. | SMILES | NPYLR7 ag |
| --- | --- | --- |
| 94 | COc1cccc(-c2cc(-c3ccc(C(=O)N4CC=C(c5ccccc5)CC4)cc3)[nH]n2)c1 | 27 |
| 95 | CC(C)C(C)N(C(=O)Nc1cn[nH]c1)C1CC1 (stereo unspecified) | 15 |

Screening data as filed in PubChem.
